D1 ag: agonists of human D1 dopamine receptor. P21728. HEK293 T-REx D1 cells, calcium flux, agonist mode. activation, % at 2 µM. 360,000 tested, 1% active. AID 504660; further: 0% is about no effect
Target sequence (P21728 whole entry, looked up): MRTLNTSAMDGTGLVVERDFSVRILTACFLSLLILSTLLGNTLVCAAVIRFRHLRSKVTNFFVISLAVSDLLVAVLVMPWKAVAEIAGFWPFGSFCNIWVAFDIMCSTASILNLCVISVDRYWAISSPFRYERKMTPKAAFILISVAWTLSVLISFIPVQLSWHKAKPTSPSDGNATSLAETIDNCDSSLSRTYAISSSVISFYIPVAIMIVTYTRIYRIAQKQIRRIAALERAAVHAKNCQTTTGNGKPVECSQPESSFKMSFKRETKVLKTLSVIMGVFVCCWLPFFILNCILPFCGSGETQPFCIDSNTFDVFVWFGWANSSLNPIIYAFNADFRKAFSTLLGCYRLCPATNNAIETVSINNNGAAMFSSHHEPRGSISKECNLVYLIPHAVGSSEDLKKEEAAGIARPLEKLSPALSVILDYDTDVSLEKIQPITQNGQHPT
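Tetracycline-induced HEK293 TREx D1 cells, force-coupled to calcium signalling, were dye-loaded with a no-wash calcium kit. Compound was pin-added after a 10 s baseline. Fluorescence was read kinetically at 1 cycle/s for 180 s, with calcium rises flagged as agonism.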
D2 PAM: positive allosteric modulators of human D2 dopamine receptor | 340,000 tested, 0.34% active | AID 485347 | potentiation, % at 10 µM | HEK293 T-REx D2, calcium flux, EC20 dopamine potentiation;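 active means potentiation over 3 SD above the plate norm, cut at about 30% in these data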; further: 0% is about no effect
Target sequence (P14416 whole entry, looked up): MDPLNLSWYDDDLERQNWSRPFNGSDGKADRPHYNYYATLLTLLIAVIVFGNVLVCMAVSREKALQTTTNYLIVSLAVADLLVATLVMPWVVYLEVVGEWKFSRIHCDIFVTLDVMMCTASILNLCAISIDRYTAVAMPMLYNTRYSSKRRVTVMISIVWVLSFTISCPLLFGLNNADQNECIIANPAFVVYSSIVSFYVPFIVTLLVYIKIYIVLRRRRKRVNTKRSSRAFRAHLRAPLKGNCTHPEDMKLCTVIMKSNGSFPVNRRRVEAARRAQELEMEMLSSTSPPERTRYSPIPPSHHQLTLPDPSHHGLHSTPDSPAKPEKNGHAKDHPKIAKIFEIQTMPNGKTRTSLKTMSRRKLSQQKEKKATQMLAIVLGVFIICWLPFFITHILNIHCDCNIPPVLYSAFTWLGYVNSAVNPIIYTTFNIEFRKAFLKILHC
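Primary screen. Calcium kinetics in induced HEK293 T-REx D2 cells: compound pre-addition 180 s, EC20 dopamine, 180 s more.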
D2 agonist: D2 dopamine receptor (human) agonism; 340,000 tested, 0.53% active; activation, % at 2 µM; AID 485358; P14416; HEK293 T-REx D2 cells, calcium flux agonist mode;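 active means activation over 3 SD above normal in the single-dose calcium agonist read, cut at about 30% in these data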; further: 0% is about no effect
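Agonism scored from kinetic calcium signal (1 read/sec, 180 s) following compound pin transfer, after a 10 s baseline. Cells: HEK293 Trex line expressing inducible D2 receptor coupled to calcium, dye-loaded after overnight culture at 30 C.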
TRHR PAM: TRH receptor (human) allosteric enhancement | TRHR cells, fluo-8 calcium fluorescence, EC20 TRH enhancement | 360,000 tested, 0.66% active | enhancement, % at 2 µM | P34981; in the data active means enhancement above about 30%; further: 0% is about no effect
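Enhancer read-out: after compound pinning and an initial kinetic agonist-mode read, an EC20 of TRH (10 nM final) was injected and fluo-8 calcium signal (Ex 480/Em 530) followed at 1 s/cycle for 100 cycles in TRHR-expressing cells.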
D2 antagonist: antagonizes the human D2 dopamine receptor; inhibition, % at 10 µM; AID 485344; 340,000 tested, 2% active; HEK293 TREx D2 cells, calcium flux, dopamine EC80; in the data active means inhibition above about 30%; further: 0% is about no effect
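Calcium mobilization kinetics were recorded at 1 s intervals in tetracycline-induced HEK293 T-REx D2 cells, first for 180 s after compound addition and then 180 s after EC80 dopamine.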
RXFP1 antag: RXFP1 (human) relaxin receptor antagonism | Q9HBX9 | HEK293-RXFP1, relaxin-stimulated cAMP HTRF, 30 min; active compounds read low | activity change, negative = inhibition, % at 57.5 µM | 350,000 tested, 0.59% active | AID 1259400;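 active means activity change of -60% or lower, but not beyond a set lower limit; inconclusive means change between -60% and -40%, or beyond the set limit; inactive means change above -40%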; further: on the % scale 0 is the no-effect control and ±100 the full control effect
D1 PAM: enhances dopamine response at the human D1 receptor | potentiation, % at 10 µM | 360,000 tested, 0.036% active | HEK293 TREx D1 cells, calcium flux, dopamine EC20 potentiation | AID 504651 | P21728; in the data active means potentiation above about 30%; further: 0% is about no effect
TRHR ag: TRH receptor (human) agonism; activation, % at 2 µM; AID 493084; TRHR cells, calcium flux fluo-8, FDSS agonist mode; 360,000 tested, 0.18% active; P34981; further: 0% is about no effect
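In this calcium-flux screen, cells bearing human TRHR are dye-loaded with fluo-8, baselined for 10 cycles, then exposed to library compounds; positive kinetic calcium responses during the agonist phase mark hits, with TRH as control.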
D1 antagonist: blocks dopamine activation of the human D1 receptor; 360,000 tested, 3.2% active; HEK293 TREx D1 cells, calcium flux, dopamine EC80; active compounds read low; activity change, negative = inhibition, % at 10 µM; P21728; in the data active means activity change below about -30%; further: on the % scale 0 is the no-effect control and ±100 the full control effect
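Inducible Hek293 Trex D1 cells (tetracycline, overnight, 30 C). Calcium dye 30–90 min RT. Antagonist mode: EC80 dopamine added after 180 s compound read.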
Numbers without * were called inactive; ? = inconclusive; / = no result given; & = joins results of further samples. Unless noted, no stated cut-off is given here; in the data, active means activation above about 30%; inactive means the rest. Rows are unselected; overall some 7.1% were active at least once.

nr	canonical_smiles	D1 ag	D2 PAM	D2 agonist	TRHR PAM	D2 antagonist
1	Cc1c(Cl)cnc(NC(=O)COC(=O)CCC(=O)c2cccs2)c1Cl	1	0	-1.0	11	-6
2	CC1(C)C(=O)C2(CCCCC2)C(=O)OC1c1cccs1 (configuration not stated)	1	-2	0.4	-1	-1
3	COc1ccccc1/C=C/C(=O)NCC(=O)N/N=C/c1ccc(C(=O)O)cc1	3	0	1.2	1	-6
4	COCCN(C(=O)COC(=O)c1cccnc1SC)c1c(N)n(Cc2ccccc2)c(=O)[nH]c1=O	4	6	-0.2	1	8
5	Cc1ccc(C(=O)N[C@H](C(=O)Nc2ccc(N3CCOCC3)cc2)C(C)C)cc1	2	20	0.2	-8	-7
6	CC(=O)N1c2ccccc2C(=O)C1N(C)c1ccc(C)cc1 (configuration not stated)	0	4	0.5	-1	-17
7	O=C1C(Nc2ccccc2)=C2CCCC=C2N1c1ccccc1	18	-11	0.2	11	-14
8	CCOC(=O)Cn1nc(C)cc1NC(=O)c1ccncc1	5	-4	1.9	34*	-1
9	Cc1noc(C)c1-c1nc(CS(=O)(=O)c2ccc(F)cc2)no1	1	1	0.2	4	-13
10	Cc1nc(N2CCN(c3ccccn3)CC2)c2c(C)c(C(=O)N3CCN(c4cccc(Cl)c4)CC3)sc2n1	-2	31*	1.6	-3	26

nr	RXFP1 antag	D1 PAM	TRHR ag	D1 antagonist
1	12	7	-0.7	-11
2	-9	-6	0.0	7
3	22	/	0.8	-2
4	13	-7	0.0	-24
5	-10	3	0.0	-1
6	9	0	-0.5	-1
7	3	0	-0.2	12
8	-7	-1	0.5	-2
9	-6	-3	-0.9	-3
10	4	-3	0.1	40

New compounds follow:
nr	canonical_smiles	D1 ag	D2 PAM	D2 agonist	TRHR PAM	D2 antagonist
11	COCCCNC(=O)c1cn(CCOC)c(=O)c2c1c1ccccc1n2C	-1&-2	2&-1	-0.3&0.5	20&1	-22
12	Brc1ccc(-c2noc(CCc3ccccc3)n2)o1	4	13	-0.2	-4	-6
13	CCCn1c(SCC(=O)Nc2ccc(OCC)cc2)nnc1C(C)C	-1	15	1.3	3	-49
14	CCOC(=O)C(=CNc1ccc(S(N)(=O)=O)cc1)C(=O)OCC	5	0	0.6	0	-4
15	COc1ccc(C(=O)O)cc1S(N)(=O)=O	6	-11	-7.9	0	5
16	Cc1ccc(N=C2NC(=O)CS2)cc1	1	-13	-0.2	1	11
17	O=C(COC(=O)Cc1n[nH]c(=O)c2ccccc12)NNC(=O)c1ccccc1	2	-3	1.1	5	0
18	COCCNC(=O)C1CCN(S(=O)(=O)c2ccc3c(c2)OCCO3)CC1	1	0	1.1	-6	7
19	O=C(CC1C(=O)NCCN1Cc1cccc(Oc2ccccc2)c1)NCc1cccnc1 (configuration not stated)	2	-4	0.5	-15	-13
20	CN(C)S(=O)(=O)n1cc(/C=C(\NC(=O)c2ccccc2Cl)C(=O)N2CCOCC2)c2ccccc21	0	-6	0.3	-4	5

nr	RXFP1 antag	D1 PAM	TRHR ag	D1 antagonist
11	1&0	-6&0	-0.9&0.0	-2&7
12	-17	-3	0.0	-26
13	-2	3	-0.2	-4
14	-19	-2	0.8	-1
15	-9	0	0.2	17
16	-9	2	-0.1	6
17	?	3	0.4	-4
18	10	-4	0.1	4
19	0	-5	0.6	-5
20	3	-4	0.8	9

Another view of 8 compounds above.
no.	structure	D1 ag	D2 PAM	D2 agonist	TRHR PAM	D2 antagonist	RXFP1 antag	D1 PAM	TRHR ag	D1 antagonist
10	Cc1nc(N2CCN(c3ccccn3)CC2)c2c(C)c(C(=O)N3CCN(c4cccc(Cl)c4)CC3)sc2n1	-2	31*	1.6	-3	26	4	-3	0.1	40
11	COCCCNC(=O)c1cn(CCOC)c(=O)c2c1c1ccccc1n2C	-1&-2	2&-1	-0.3&0.5	20&1	-22	1&0	-6&0	-0.9&0.0	-2&7
12	Brc1ccc(-c2noc(CCc3ccccc3)n2)o1	4	13	-0.2	-4	-6	-17	-3	0.0	-26
13	CCCn1c(SCC(=O)Nc2ccc(OCC)cc2)nnc1C(C)C	-1	15	1.3	3	-49	-2	3	-0.2	-4
14	CCOC(=O)C(=CNc1ccc(S(N)(=O)=O)cc1)C(=O)OCC	5	0	0.6	0	-4	-19	-2	0.8	-1
15	COc1ccc(C(=O)O)cc1S(N)(=O)=O	6	-11	-7.9	0	5	-9	0	0.2	17
16	Cc1ccc(N=C2NC(=O)CS2)cc1	1	-13	-0.2	1	11	-9	2	-0.1	6
17	O=C(COC(=O)Cc1n[nH]c(=O)c2ccccc12)NNC(=O)c1ccccc1	2	-3	1.1	5	0	?	3	0.4	-4

(further entries)
nr	canonical_smiles	D1 ag	D2 PAM	D2 agonist	TRHR PAM	D2 antagonist
21	N#Cc1ccc(OCC(=O)N2CCN(S(=O)(=O)c3ccc(Cl)s3)CC2)cc1	4	-1	1.2	-9	3
22	O=C(Cc1ccc(S(=O)(=O)N2CCOCC2)s1)Nc1ccccc1N1CCCC1	0	-3	0.2	-4	-4
23	C/C(=N/Nc1ccc([N+](=O)[O-])cc1)c1ccc(C)cc1C	5	1	0.3	-5	-12
24	Clc1ccc(CSc2nnc(CNc3cccc(Cl)c3)o2)cc1	3	-9	-2.0	-2	7
25	CSc1ccccc1C(=O)C1CCCN(C(=O)c2csnn2)C1 (configuration not stated)	2	5	0.2	4	-1
26	Cc1cc(OCC(=O)NCc2ccncc2)ccc1Cl	1	3	0.3	-5	8
27	Cc1cc(C)c2c(n1)nn1c(C)c(CCC(=O)Nc3cccc(C)c3C)c(C)nc21	-1	12	-0.7	-5	/
28	COc1cc2c(cc1OC)CN(C(=O)CCOc1ccccc1)CC2	3	6	0.8	0	-4
29	COc1cc(/C=N/NC(=O)CC2(C)OCCCO2)ccc1OCc1ccccc1	3	-4	2.3	-6	-12
30	CN(C)c1ccc(C(=O)/C=C/c2ccc(Br)cc2)cc1	5	-17	1.5	-5	-20

nr	RXFP1 antag	D1 PAM	TRHR ag	D1 antagonist
21	1	-2	0.3	-13
22	1	-12	0.4	-7
23	-4	1	1.9	-18
24	-13	1	-0.4	2
25	3	3	-1.0	-9
26	-23	-4	-0.3	-15
27	0	-1	-1.4	11
28	2	/	0.4	5
29	-1	-9	1.2	-5
30	-4	-4	0.4	-33*

New compounds follow:
nr	canonical_smiles	D1 ag	D2 PAM	D2 agonist	TRHR PAM	D2 antagonist
31	Cc1cc(C)c(C(=O)N2CCCC(Nc3ccc(F)cc3)C2)o1 (configuration not stated)	1	-1	-0.1	-8	-23
32	CC(C)(C)c1cnnn1-c1cccc([N+](=O)[O-])c1	3	-6	0.2	3	3
33	Cn1c(=O)c2c(SCC(=O)N3CCOCC3)nc(C3CC3)nc2n(C)c1=O	2	-3	0.0	5	-3
34	CCOC(=O)C1C(C)=C(Nc2ccc(OC)cc2)C(=O)N1c1ccc(OC)cc1 (configuration not stated)	4	-14	1.9	-5	4
35	Cc1cc(C)cc(OCC(=O)OC/C(O)=C(\C#N)c2nc3ccccc3[nH]2)c1	1	-10	-0.1	7	-12
36	COc1ccc(Cl)cc1C(=O)NCc1cnn(C)c1C	0	5	-0.7	3	4
37	Cc1ccc(C(=O)c2cn(Cc3ccccc3F)c3cc4c(cc3c2=O)OCCO4)cc1	1	1	0.1	-1	/
38	Cc1ccc(C(=O)NCCSc2snnc2C)cc1	2	-5	-0.6	-7	4
39	Clc1ccc(/C=N/Nc2ncnc3nc[nH]c23)cc1	3	-7	-0.2	6	4
40	CNc1nnc(-c2ccc(OC)cc2)s1	0	1	0.5	-2	6

nr	RXFP1 antag	D1 PAM	TRHR ag	D1 antagonist
31	1	-1	0.1	-17
32	8	-5	-0.3	-17
33	5	4	0.4	15
34	-3	-3	0.2	3
35	-12	4	0.9	5
36	0	1	-0.2	-5
37	-20	-6	0.2	-11
38	-3	-3	-0.9	-8
39	-6	0	0.4	-10
40	7	1	0.1	-15

More entries follow.
nr	canonical_smiles	D1 ag	D2 PAM	D2 agonist	TRHR PAM	D2 antagonist
41	C/C(=C\c1ccc2c(c1)OCO2)C(=O)c1c(C)cc(C)[nH]c1=O	2	6	0.1	1	-4
42	CCOC(=O)N1CCN(C(=O)c2ccccc2-c2ccccc2)CC1	-3	16	0.1	1	3
43	COc1ccc(S(=O)(=O)NC2CCCC2)cc1Br	9	8	0.9	-5	31*
44	COc1ccc(S(=O)(=O)Nc2ccc(F)cc2F)cc1C(=O)N1CCOCC1	0	-8	0.7	6	17
45	NC(=O)NOCc1c(F)cccc1Cl	1	-10	0.4	-1	16
46	O=C(CSc1oc(-c2ccco2)nc1S(=O)(=O)c1ccc(Cl)cc1)NCC1CCCO1 (configuration not stated)	2	4	-1.1	-5	23
47	COc1ccc(NC(=O)COc2cccc3c2CCN(Cc2cccnc2)C3=O)c(OC)c1	0	6	0.1	12	6
48	CCCNC(=O)COc1ccc(S(=O)(=O)Nc2ccc(C)cc2)cc1	24	18	-0.5	2	5
49	COc1ccc(-n2c(Cc3cccn3C)nnc2SCC(=O)N2CCCc3ccccc32)cc1	0	-6	0.4	8	-6
50	Cc1ccc(S(=O)(=O)Nc2ccc(NC(=O)Nc3cccc(C(F)(F)F)c3)cc2)cc1	3	-11	-0.1	8	-24

nr	RXFP1 antag	D1 PAM	TRHR ag	D1 antagonist
41	2	-2	0.0	-8
42	2	-5	-0.4	-5
43	3	-1	-0.3	-2
44	0	-6	0.8	-19
45	8	1	1.7	-2
46	2	0	-0.4	-13
47	-4	-4	1.8	-23
48	3	-2	-0.4	/
49	-9	0	0.0	4
50	-14	-8	-0.1	-1

(list continues)
nr	canonical_smiles	D1 ag	D2 PAM	D2 agonist	TRHR PAM	D2 antagonist
51	Cc1cc(N2CCCCC2)nc2ccc(NC(=O)/C=C/c3ccccc3Cl)cc12	2	-2	0.2	-6	/
52	O=C(/C=C/c1ccco1)NCCc1ccc(F)cc1	6	-5	-0.1	-3	-2
53	O=C(Cn1nc(-c2ccccc2Cl)ccc1=O)Nc1ccc(Br)cc1	3	12	-1.1	3	15
54	Cc1ccc(S(=O)(=O)N2CCCCC2)cc1NC(=O)CCOc1ccccc1	3	-2	1.1	2	-11
55	O=C(c1ccccc1)c1ccc(-n2ccnc2)c([N+](=O)[O-])c1	10	-7	0.5	-1	-8
56	CCCCN(C)C(=O)Cn1c(C2CC(=O)N(c3ccc(C)cc3)C2)nc2ccccc21 (configuration not stated)	3	1	1.0	1	/
57	CCN(CC)CCCN1CC(=O)N2[C@@H](Cc3c([nH]c4ccccc34)C2(C)C)C1=O	1	3	2.4	2	-29
58	CCOC(CCNC(=O)c1cn(-c2cccc(C)n2)cn1)OCC	3	5	0.3	0	0

nr	RXFP1 antag	D1 PAM	TRHR ag	D1 antagonist
51	-24	-1	0.1	-13
52	-23	2	-0.6	7
53	-10	1	-0.9	-10
54	-5	2	0.7	-11
55	-14	-4	0.6	-18
56	/	-2	0.6	0
57	0	3	0.1	0
58	-2	-6	1.2	8

High-throughput results deposited in PubChem BioAssay by National Center for Advancing Translational Sciences (NCATS).
